High-throughput results deposited in PubChem by several laboratories.
West Nile virus CPE: West Nile virus antiviral activity, cell-based, CPE readout (AID 1621) | 290,000 tested, 0.02% active | CPE inhibition, % at 10 µM, or IC50 in µM where a hit was titrated | West Nile virus-infected cells, CPE inhibition; higher % means a stronger effect; in the data active means a potency from the dose series; inconclusive means CPE inhibition mostly from about 3.7% at the one dose, without a potency; inactive means the rest, 99 in 100 with CPE inhibition below about 2.2%; further: strong numbers were not always called active
PhoP inhibition: inhibitors of PhoP regulon expression, primary screen, Salmonella Typhimurium, GFP reporter (AID 1863); 300,000 tested, 0.16% active; S. Typhimurium PhoP-regulated promoter GFP reporter, 4 h; higher % means a stronger effect; one-dose inhibition, % at 50 µM; IC50 in µM for titrated hits;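 active means inhibition over 29.93%, a cutoff 3 SD above the screen mean, later confirmed by dose response; inconclusive means inhibition over 29.93% but no dose response follow-up; inactive means inhibition at most 29.93% or unconfirmed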;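 further: 0% = low Mg2+ inducing control and 100% = high Mg2+ repressing control; strong numbers were not always called active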
RSV antiviral HEp-2: RSV antiviral activity via CPE protection, HEp-2 cells, primary 10 µM value included (AID 2391). HEp-2 cells, RSV-induced CPE inhibition; higher % means a stronger effect. one-dose CPE inhibition, % at 10 µM; IC50 in µM for titrated hits. 310,000 tested, 0.13% active; in the data active means a potency from the dose series; inconclusive means CPE inhibition mostly from about 23% at the one dose, without a potency; inactive means the rest, 99 in 100 with CPE inhibition below about 21%; further: strong numbers were not always called active
TNAP activation fold: human TNAP enzyme activators, primary screen, biochemical, luminescent, no phosphate acceptor, uHTS (AID 1001); Alkaline phosphatase, tissue-nonspecific isozyme (Homo sapiens); purified TNAP, luminescent activation assay, no phosphate acceptor; higher activation fold means a stronger effect; one-dose activation fold at 20 µM; EC50 in µM for titrated hits; 200,000 tested, 0.03% active; in the data active means activation fold from about 3, or a potency from the dose series; inactive means the rest, 99 in 100 with activation fold below about 1.6; further: many of its hits are not listed in these tables
Large T inhibition: SV40 large T antigen inhibitors, biochemical (AID 1903) | SV40 large T antigen ATPase/helicase inhibition assay; higher % means a stronger effect | inhibition, % at 20 µM, or IC50 in µM where a hit was titrated | 310,000 tested, 0.39% active; in the data active means a potency from the dose series; inconclusive means inhibition mostly from about 32% at the one dose, without a potency; inactive means the rest, 99 in 100 with inhibition below about 32%; further: strong numbers were not always called active
PMI inhibitors: inhibitors of human PMI, primary screen, biochemical, fluorescence intensity, coupled assay (AID 1209); 190,000 tested, 0.42% active; purified PMI enzyme, coupled fluorescence intensity; higher % means a stronger effect; one-dose inhibition, % at 20 µM; IC50 in µM for titrated hits;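 further: plate controls were DMSO vehicle for no effect and wells lacking substrate for full effect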
human PMI inhibitors: human PMI inhibitors, high substrate, primary screen, biochemical, fluorescence intensity, high mannose 6-phosphate (AID 1220) | Mannose-6-phosphate isomerase (Homo sapiens) | recombinant PMI enzyme, coupled fluorescence intensity; higher % means a stronger effect | one-dose inhibition, % at 20 µM; IC50 in µM for titrated hits | 190,000 tested, 0.66% active
Ins promoter up: insulin promoter activators in MIN6 cells, imaging, high-content screening, mouse beta cells | 190,000 tested, 0.3% active | AID 1625, 2009 | z-score at 5 µM | MIN6 insulin promoter-GFP reporter; active compounds read high;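 active means z-score above 3 at 5 µM with at least 500 cells counted in the well; inconclusive means wells under 500 cells, flagged as cytotoxic or low count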
CSM14.1 death rescue: rescue of cells from ER stress-induced death, primary screen, 384-well, CSM14.1, thapsigargin, ATP luminescence (AID 1222) | 190,000 tested, under 10 active | cellular ATP content (survival), % at 20 µM, or EC50 in µM where a hit was titrated | CSM14.1 thapsigargin-induced death rescue, ATP luminescence; higher % means a stronger effect;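 active means EC50 below 50 µM in the dose-response confirmation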;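 further: death triggered by thapsigargin at about 15 µM added after 2 h compound pretreatment; cell ATP read after overnight thapsigargin exposure of roughly 18 to 22 hours; normalized against plate controls of thapsigargin alone and 5% DMSO vehicle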
Ins promoter up cell count: further read-out of Ins promoter up, marked with its call; cell count; measured here: cytotoxicity, nuclei count;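 total cells summed across four imaged fields per well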
Numbers without * were called inactive; ? = inconclusive; nt = not tested or not shown. Unless noted, no stated cut-off is given here; in the data, active means inhibition above about 50%; inactive means the rest.

SMILES	West Nile virus CPE	PhoP inhibition	RSV antiviral HEp-2	TNAP activation fold	Large T inhibition	PMI inhibitors	human PMI inhibitors	Ins promoter up	Ins promoter up cell count	CSM14.1 death rescue
O=C(NCc1ccc2c(c1)OCO2)c1cc2ncc(Br)cn2n1	0.2%	-16%	0.1%	1.1	5%	18%	14%	1.5	1195	-1.4%
COc1cc(OC)c(OC)cc1/C=C(\C#N)C(=O)NCc1cccs1	0.1%	-13%	0.8%	nt	9%	nt	nt	nt	nt	nt
O=C(CCC(=O)N1CCCC1)Nc1ccc([N+](=O)[O-])cc1	-0.1%	-5%	0.5%	1	7%	8%	1%	0.1	1565	-1.2%
Cc1ccc(-c2cc(C(=O)N/N=C\c3cnn(C)c3C)c3ccccc3n2)cc1C	-0.1%	4%	3.3%	1	3%	9%	11%	nt	nt	-2.9%
O=S(=O)(c1cccc2cccnc12)N1CCN(c2ccc(F)cc2)CC1	-0.5%	nt	1.5%	1	nt	2%	-4%	-0.27	1445	-0.1%
Cc1nn(CCC(=O)NNC(=S)Nc2ccc(F)cc2)c(C)c1[N+](=O)[O-]	0.1%	5%	2.5%	2.6	31%	0%	2%	nt	nt	2.2%
CCN(CC)S(=O)(=O)c1ccc(C(=O)NCC(c2cccs2)N2CCOCC2)cc1 (centres undefined)	-0.7%	-8%	0.7%	1.1	7%	7%	4%	-0.61	1075	nt
Cc1cccc(C(=O)Nc2ccc(O)cc2)c1	0.1%	-2%	1.2%	nt	11µM*	nt	nt	nt	nt	nt
COc1ccc(NC(=O)CCCN2C(=O)/C(=C\c3ccco3)SC2=S)cc1	0.2%	-4%	2.7%	0.9	22%	5%	13%	0.68	1409	6.2%
CCN(CC)C(=O)C1CCCN(Cc2ccccc2C(F)(F)F)C1 (centres undefined)	-0.6%	2%	-0.8%	1.1	3%	13%	5%	0.63	951	nt
O=C(N/N=C/c1ccc([N+](=O)[O-])cc1)c1cccnc1	0.1%	3%	-0.4%	nt	4%	nt	nt	nt	nt	nt
COC(=O)C(=Cc1ccccc1[N+](=O)[O-])C(=O)OC	?	6%	1.4%	nt	19%	nt	nt	-0.59	767	nt
CCCCn1c(=O)c(CC(C)=O)nc2ccccc21	1.1%	7%	2.4%	1.1	6%	-5%	-3%	-0.33	1249	0.6%
COc1ccccc1/C=C/C=N/n1c(-c2cc(C)[nH]n2)n[nH]c1=S	-0.9%	4%	1.4%	1.8	23%	18%	3%	nt	nt	-2.9%
COc1cccc(CN2CCN(C(=O)c3oc4c(F)cccc4c3C)CC2=O)c1	-1.4%	1%	1.2%	nt	-1%	nt	nt	nt	nt	nt
CN(CC(=O)Nc1ccc(F)cc1)C(=O)CN1C(=O)NC2(CCCc3ccccc32)C1=O (centres undefined)	-0.1%	1%	1.1%	nt	-13%	nt	nt	nt	nt	nt
C=CCOc1c(OC)cc(/C=N/Nc2cccc(C(=O)O)c2)c(Br)c1Br	0.5%	-5%	7.0%	1	6%	-60%	-137%	0.53	1291	-5.3%
CCCCN(C(=O)c1cccc(S(=O)(=O)N2CC(C)OC(C)C2)c1)c1c(N)n(CC(C)C)c(=O)[nH]c1=O (centres undefined)	0.1%	0%	0.5%	nt	2%	nt	nt	nt	nt	nt
COc1ccccc1NS(=O)(=O)c1cc(NC(=O)c2cccs2)ccc1N1CCCC1	-2.0%	-1%	9.4%	1.2	14%	47%	33%	-0.98	1401	13%
COc1ccc(NC(=O)Cn2c(=O)sc3ccccc32)c(OC)c1	-0.4%	-6%	0.7%	1	0%	6%	-2%	-0.28	840	0.0%
O=Cc1cccn1-c1nccc(-c2ccco2)n1	-0.5%	3%	1.2%	1.3	14%	0%	3%	0.69	1158	-0.3%
Cc1ccc(NC(=O)c2cccs2)cc1	-1.1%	4%	1.9%	1.1	2%	-4%	10%	nt	nt	-2.0%
COc1ccc(CN(CCc2ccccc2)Cc2ccccc2)cc1OC	-0.9%	3%	7.9%	nt	4%	nt	nt	nt	nt	nt
CCOC(=O)c1ccccc1-n1c(C)cc(C2N=C(N)Nc3nc4ccccc4n32)c1C (centres undefined)	1.5%	0%	4.5%	1.7	13%	8%	4%	-0.65	887	-2.0%
COc1ccc(CNc2nc3nc4c(c(=O)n3[nH]2)CCC4)cc1	-0.2%	2%	0.5%	1.1	10%	2%	2%	0.39	1679	-0.5%

Next section
SMILES	West Nile virus CPE	PhoP inhibition	RSV antiviral HEp-2	TNAP activation fold	Large T inhibition	PMI inhibitors	human PMI inhibitors	Ins promoter up	Ins promoter up cell count	CSM14.1 death rescue
CCN1CCN(c2nc(-c3ccccc3)nc3ccccc23)CC1	-0.2%	-6%	-1.3%	0.9	10%	-4%	4%	0.03	1206	-1.6%
Fc1ccc(C2CC(c3ccco3)n3ncnc3N2)cc1 (centres undefined)	-0.3%	-1%	-1.2%	1.1	1%	5%	8%	0.72	1150	-0.9%
O=P(O)(Cc1ccccc1)Cc1ccccc1	0.3%	15%	-0.6%	nt	0%	nt	nt	nt	nt	nt
CCn1cc(C2C(C(=O)Nc3ccc(Br)cn3)=C(C)NC3=C2C(=O)CCC3)c(C)n1 (centres undefined)	0.2%	-6%	3.1%	1.1	13%	0%	-2%	-0.3	1130	-4.4%
CCc1ccc(CN2CCCC(CNS(=O)(=O)c3ccc(OC)cc3)C2)cc1 (centres undefined)	-0.5%	8%	-2.8%	1.1	4%	2%	2%	-0.56	1480	-1.5%
Cc1c(/C=N/Nc2nc3ccccc3[nH]2)c2ccccc2n1C	11%	13%	12%	nt	14%	nt	nt	nt	nt	nt
Cc1ccc2[nH]c3c(c2c1)CNCC3	-0.4%	16%	0.0%	nt	3%	nt	nt	nt	nt	nt
CC(=O)CC(C)(C)S(=O)(=O)c1ccc(NC(C)=O)cc1	1.1%	1%	2.0%	1.1	10%	-4%	-4%	0.02	1225	3.8%
CCOC(=O)c1ccc(NC(=S)Nc2ccccc2N)cc1	-0.2%	9%	-0.2%	nt	25%	nt	nt	nt	nt	nt
COCC(=O)c1[nH]c2ccccc2c1C	-0.4%	9%	5.0%	1.2	14%	2%	-7%	-0.51	1347	-3.9%
CCOC(=O)c1cc2c(ccn2C)n1Cc1ccc(Cl)cc1	-0.5%	3%	0.9%	1.1	-1%	17%	52%*	0.13	1440	2.3%
CCOC(=O)c1[nH]cnc1C(=O)Nc1ccccc1	1.0%	-3%	2.3%	1.1	0%	2%	12%	nt	nt	-1.1%
Cc1ccc(C)c(NC(=O)CSc2nnc(-c3cc(C)[nH]n3)n2N)c1	0.3%	4%	-0.9%	nt	17%	nt	nt	nt	nt	nt
Cc1cc(N)n2nc(C)c(-c3ccc(Cl)cc3)c2n1	-1.3%	nt	-2.4%	1	nt	-3%	0%	-0.09	1437	-3.5%
CC(=O)c1cnc(N(C)C)s1	-0.2%	3%	0.5%	1.1	16%	-3%	-8%	nt	nt	-0.8%
C#CCNc1ccc(C(=O)OCC)cc1	0.1%	-1%	5.3%	nt	7%	nt	nt	-0.36	971	nt
CC1C/C(=C/c2cccs2)C(=O)/C(=C/c2cccs2)C1 (centres undefined)	-1.1%	10%	20%	1	18%	-4%	-5%	0.01	1293	-1.4%
O=C(NCCc1ccc(Cl)cc1)C1CCCN1C(=O)NCc1ccccc1 (centres undefined)	-0.4%	-4%	-0.4%	nt	-4%	nt	nt	nt	nt	nt
Cc1ccc(-n2c(CCC(=O)O)ccc2-c2cccs2)cc1C	0.3%	17%	-0.2%	1.1	11%	3%	2%	-0.47	1704	3.6%
NC(=S)N/N=C/c1c[nH]c2ccc(OCc3ccccc3)cc12	-1.2%	2%	5.1%	nt	2%	nt	nt	nt	nt	nt
COc1ccc(F)cc1C(=O)C1CCCN(Cc2ccc(Oc3ncccn3)cc2)C1 (centres undefined)	-0.8%	3%	-1.7%	1	-5%	-3%	-10%	-0.31	1430	0.9%
O=C(OCc1ccccc1)/C(=C/c1cccc2ccccc12)NC(=O)c1ccccc1	-0.5%	16%	1.4%	1.2	3%	13%	9%	-0.47	1495	-1.1%
O=S(=O)(NCCn1ccc2ccccc21)c1ccccc1	0.0%	14%	2.1%	1	2%	19%	15%	-0.72	1809	-2.3%
COc1ccccc1-c1c(C)nn2c(NCCN3CCCC3)cc(C)nc12	-0.5%	6%	-0.2%	1	-4%	2%	6%	-0.51	2022	-1.0%
COc1ccccc1NS(=O)(=O)c1ccc(O)c(NC(=S)NCC2CCCO2)c1 (centres undefined)	-0.9%	-9%	3.7%	nt	24%	nt	nt	0.77	1446	nt

Next section
SMILES	West Nile virus CPE	PhoP inhibition	RSV antiviral HEp-2	TNAP activation fold	Large T inhibition	PMI inhibitors	human PMI inhibitors	Ins promoter up	Ins promoter up cell count	CSM14.1 death rescue
CCCCN(C)C(=O)c1ccc2c(c1)S(=O)(=O)c1ccccc1C2=O	-0.3%	-2%	2.3%	nt	13%	nt	nt	nt	nt	nt
COc1ccc([N+](=O)[O-])cc1NC1CCN(C(=O)c2cccs2)CC1	-0.5%	-5%	4.1%	nt	25%	nt	nt	nt	nt	nt
Cc1ccc(-n2nnnc2SCC(=O)N2Cc3ccccc3CC2C(=O)O)cc1 (centres undefined)	0.9%	-13%	-0.4%	nt	11%	nt	nt	0.2	1060	nt
O=C1CCCN1c1ccc(S(=O)(=O)N2CCC(c3ccccc3)CC2)cc1	-1.2%	3%	-0.4%	1.1	4%	7%	9%	nt	nt	nt
Cc1ccc(-c2csc(SCC(=O)Nc3cc(C)on3)n2)cc1	-0.2%	-4%	0.6%	1.1	5%	-5%	2%	nt	nt	-1.5%
COc1cccc(/C=c2\s/c(=C\C(=O)C(C)(C)C)[nH]c2=O)c1	0.1%	8%	6.3%	0.9	6%	-14%	-9%	0.15	1204	-0.7%
CSc1nsc(NC(=O)CCNC(=O)c2ccc([N+](=O)[O-])cc2)n1	-1.0%	3%	1.5%	nt	10%	nt	nt	nt	nt	nt
COc1cccc(OCC(O)CN2CCN(c3ccccn3)CC2)c1 (centres undefined)	-0.6%	33%	0.7%	1	8%	-27%	-22%	0.45	1203	-7.4%
Cc1ccccc1SCC(=O)NNC(=O)c1ccccc1O	-0.7%	0%	5.1%	nt	19%	nt	nt	nt	nt	nt
O=C(NCCCN1CCN(c2ccc(F)cc2)CC1)NC12CC3CC(CC(C3)C1)C2	-2.0%	0%	3.6%	nt	11%	nt	nt	nt	nt	nt
O=S(=O)(Nc1nc2ccccc2nc1Cl)c1ccc(F)cc1	0.1%	-14%	0.4%	nt	17%	nt	nt	nt	nt	nt
COc1ccc(NC(=O)C2CCN(c3nnnn3-c3ccccc3)CC2)cc1	-0.1%	-4%	0.3%	1.2	5%	2%	1%	-0.74	1555	-2.5%
Cc1ccc2cc(CN(Cc3ccco3)C(=S)NCC3CCCO3)c(=O)[nH]c2c1 (centres undefined)	-0.2%	3%	0.8%	1.1	5%	12%	9%	nt	nt	1.1%
Cc1ccc(-c2ncns2)cc1	-0.4%	-6%	nt	nt	3%	nt	nt	-0.23	1363	nt
